MPTP inh = permeability transition pore inhibition | isolated mouse mitochondria, Ca2+ swelling absorbance, 30 min | inhibition, % at 10 µM | 1.4% of 360,000 active;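 active = inhibition of 50% or more, scaled per plate between neutral and stimulator controls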;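 also: 0% = DMSO wells given calcium and 100% = 1 mM EGTA wells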
CCR6 antag = antagonists of human CCR6 receptor; P51684; CHO-K1 CCR6 PathHunter beta-arrestin, luminescence, CCL20-stimulated; inhibition, % at 20 µM; 0.49% of 340,000 active; AID 493098;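 active = compounds whose inhibition of the agonist-driven luminescence signal at 20 µM reaches about 50%, limit read from the data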;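 also: cells stimulated with CCL20 at 14 nM final; plate controls were DMSO with CCL20 for no effect and DMSO without agonist for full effect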
APOBEC3A inh = inhibitors of human APOBEC3A DNA deaminase; 0.41% of 330,000 active; inhibition, % at 20 µM; P31941; recombinant A3A, FAM/TAMRA ssDNA deamination fluorescence;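 active = at least 40% inhibition at 20 µM here, with at most 30% in a related deaminase screen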;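 also: plate controls were A3A with DMSO for no effect and wells lacking A3A enzyme for full effect; some results filed as inactive read as strong as hits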
Target sequence (P31941 whole entry, looked up): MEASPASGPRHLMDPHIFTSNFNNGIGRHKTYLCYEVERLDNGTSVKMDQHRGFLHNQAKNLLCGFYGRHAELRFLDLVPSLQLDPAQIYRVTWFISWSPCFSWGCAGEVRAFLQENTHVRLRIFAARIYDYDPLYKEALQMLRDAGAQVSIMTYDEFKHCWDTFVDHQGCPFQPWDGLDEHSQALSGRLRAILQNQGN
EBI2 block = blocks human EBI2 receptor beta-arrestin signaling | P32249 | EBI2 beta-arrestin recruitment, luminescence, 7a,25-OHC stimulated | inhibition, % at 5 µM | 0.81% of 360,000 active | AID 651636; in the data active = inhibition above about 38%;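 also: enzyme fragment complementation signal reports receptor beta-arrestin coupling in cells; 0% = agonist plus DMSO wells and 100% = wells without agonist; some results beyond the cut were filed as inactive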
CXCR6 block = CXCR6 (human) receptor inhibition | O00574 | CHO-K1 PathHunter CXCR6 beta-arrestin, luminescence | inhibition, % at 20 µM | 0.36% of 360,000 active | AID 602244; in the data active = inhibition above about 34%, passing the limit was not always enough;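 also: antagonist mode with CXCL16 agonist at 10 nM final; 0% = 10 nM CXCL16 with DMSO and 100% = unstimulated wells without agonist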
Target sequence (O00574 whole entry, looked up): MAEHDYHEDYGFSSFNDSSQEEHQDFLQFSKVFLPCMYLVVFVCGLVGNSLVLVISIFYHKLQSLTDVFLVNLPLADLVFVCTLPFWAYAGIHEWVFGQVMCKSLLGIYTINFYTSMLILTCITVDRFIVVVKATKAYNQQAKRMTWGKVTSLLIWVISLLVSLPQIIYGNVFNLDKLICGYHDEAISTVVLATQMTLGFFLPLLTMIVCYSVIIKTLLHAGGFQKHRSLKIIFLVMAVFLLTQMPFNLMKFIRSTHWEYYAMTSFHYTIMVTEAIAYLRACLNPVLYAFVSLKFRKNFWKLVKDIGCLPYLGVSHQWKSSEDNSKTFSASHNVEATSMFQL
NR3A LBD binder = modulators (binders) of human NR3A ligand-binding domain; NR3A LBD differential scanning fluorimetry, Tm shift; 0% = protein alone, 100% = glycine-bound protein; Tm shift relative to glycine control, % at 25 µM; 2.5% of 340,000 active;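 active = melting temperature shift of at least 10% of the positive control shift, at one fixed dose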
APOBEC3G inh = inhibitors of human APOBEC3G DNA deaminase | Q9HC16 | recombinant A3G, ssDNA deamination FAM/TAMRA fluorescence | inhibition, % at 20 µM | 0.28% of 330,000 active;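 active = inhibition of at least 40% at 20 µM, with no more than 30% in the related APOBEC3A deaminase screen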;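 also: plate controls were DMSO wells with A3G for no effect and wells lacking A3G enzyme for full effect; some compounds called inactive have numbers as strong as hits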
Target sequence (Q9HC16 whole entry, looked up): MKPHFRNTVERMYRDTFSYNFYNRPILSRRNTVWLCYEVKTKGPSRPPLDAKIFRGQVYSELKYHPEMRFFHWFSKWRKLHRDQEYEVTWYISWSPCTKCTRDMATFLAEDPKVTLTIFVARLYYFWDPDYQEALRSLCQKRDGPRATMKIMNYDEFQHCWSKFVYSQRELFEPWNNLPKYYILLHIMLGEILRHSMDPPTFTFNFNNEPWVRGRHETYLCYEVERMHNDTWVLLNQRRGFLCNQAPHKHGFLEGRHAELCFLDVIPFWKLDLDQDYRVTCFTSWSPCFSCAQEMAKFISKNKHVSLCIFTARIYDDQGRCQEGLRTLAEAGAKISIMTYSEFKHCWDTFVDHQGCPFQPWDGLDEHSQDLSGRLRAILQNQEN
Gli-Sufu block = antagonists of Gli-Sufu signaling; 0.74% of 340,000 active; Sufu-KO-LIGHT fibroblasts, Gli luciferase reporter luminescence; inhibition, % at 5 µM;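 active = inhibition above about 55%, limit read from the data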;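 also: 0% = DMSO-treated cells and 100% = wells with medium but no cells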
* hit, by the source's call. Not all compounds are listed; rates above refer to the full screens.

How did N#CC1(c2ccccc2)CCN(C2CC(=O)N(c3cccc(F)c3)C2=O)CC1 (centres undefined) do in these assays?
MPTP inh: -0.6; CCR6 antag: 0; APOBEC3A inh: 5; EBI2 block: -1; CXCR6 block: 3; NR3A LBD binder: -1; APOBEC3G inh: 0; Gli-Sufu block: 7

How did O=C(CSC1c2ccccc2-c2ccccc21)N/N=C/c1ccccc1C(=O)O do in these assays?
MPTP inh: 1.2; CCR6 antag: 14; APOBEC3A inh: -3; EBI2 block: -5; CXCR6 block: 0; NR3A LBD binder: -3; APOBEC3G inh: -3; Gli-Sufu block: -7

Results for c1ccc2c3c([nH]c2c1)C1(CCNCC1)NCC3 ?
MPTP inh: -4.7; CCR6 antag: 0; APOBEC3A inh: 2; EBI2 block: -8; CXCR6 block: -6; NR3A LBD binder: 0; APOBEC3G inh: -5; Gli-Sufu block: 9

Results for CCc1nc2ccccc2c(=O)n1-c1ccc2ccccc2c1 ?
MPTP inh: -1.0; CCR6 antag: 5; APOBEC3A inh: -2; EBI2 block: 7; CXCR6 block: 0; NR3A LBD binder: 0; APOBEC3G inh: -2; Gli-Sufu block: 6

Results for Brc1ccc(Oc2cc(Br)c(Br)cc2Br)c(Br)c1 ?
MPTP inh: 2.2; CCR6 antag: 21; APOBEC3A inh: -3; EBI2 block: 11; CXCR6 block: 3; NR3A LBD binder: 0; APOBEC3G inh: -11; Gli-Sufu block: 2

Results for Cc1cc(C(=O)CN2CCCC2)c(C)n1-c1ccc(F)cc1 ?
MPTP inh: -0.1; CCR6 antag: -3; APOBEC3A inh: 5; EBI2 block: 0; CXCR6 block: 9; NR3A LBD binder: -6; APOBEC3G inh: 1; Gli-Sufu block: -1

Results for COc1cc(CN2CCCC(C(=O)c3sccc3C)C2)cc(Cl)c1O (centres undefined) ?
MPTP inh: 0.1; CCR6 antag: 6; APOBEC3A inh: 2; EBI2 block: -4; CXCR6 block: -3; NR3A LBD binder: -2; APOBEC3G inh: -7; Gli-Sufu block: 11

How did O=C(Nc1ccccc1)NC1CC2CCC(C1)N2 (centres undefined) do in these assays?
MPTP inh: 0.2; CCR6 antag: 4; APOBEC3A inh: 5; EBI2 block: 1; CXCR6 block: -4; NR3A LBD binder: 3; APOBEC3G inh: 3; Gli-Sufu block: -2

Results for CCCCCCn1c(O)c(C=NCCN2CCOCC2)c(=O)[nH]c1=O ?
MPTP inh: 0.8; CCR6 antag: 3; APOBEC3A inh: 1; EBI2 block: 1; CXCR6 block: -10; NR3A LBD binder: -2; APOBEC3G inh: -1; Gli-Sufu block: -7

How did CC1CCCCN1CC(=O)c1ccc2cc[nH]c2c1 (centres undefined) do in these assays?
MPTP inh: -0.3; CCR6 antag: 14; APOBEC3A inh: -5; EBI2 block: 5; CXCR6 block: -2; NR3A LBD binder: -1; APOBEC3G inh: -6; Gli-Sufu block: -3

How did Cc1ccc(S(=O)(=O)NP(=O)(Oc2ccccc2)Oc2ccccc2)cc1 do in these assays?
MPTP inh: -1.7; CCR6 antag: -9; APOBEC3A inh: 1; EBI2 block: 4; CXCR6 block: 0; NR3A LBD binder: 1; APOBEC3G inh: 10; Gli-Sufu block: 1

What do the screens show for `CC(=O)OC1C=CC2[C@H]3Cc4ccc(O)c5c4[C@@]2(CCN3C)C1O5` (some centres undefined)?
MPTP inh: 1.3; CCR6 antag: -1; APOBEC3A inh: -3; EBI2 block: 0; CXCR6 block: 4; NR3A LBD binder: -2; APOBEC3G inh: -2; Gli-Sufu block: 1

Results for CC(=O)O[C@@]12CO[C@@H]1C[C@H](OC1OCC(O)C(O)C1O)[C@@]1(C)C(=O)[C@H](O)C3=C(C)[C@@H](OC(=O)[C@H](O)[C@@H](NC(=O)c4ccccc4)c4ccccc4)C[C@@](O)([C@@H](OC(=O)c4ccccc4)C12)C3(C)C (some centres undefined) ?
MPTP inh: -1.9; CCR6 antag: 2; APOBEC3A inh: -3; EBI2 block: 1; CXCR6 block: 0; NR3A LBD binder: -2; APOBEC3G inh: -11; Gli-Sufu block: -10

How did COc1ccc(CC2(CCc3ccncc3)C(=O)NC(=O)NC2=O)cc1 do in these assays?
MPTP inh: -2.0; CCR6 antag: 21; APOBEC3A inh: -2; EBI2 block: -11; CXCR6 block: -6; NR3A LBD binder: 0; APOBEC3G inh: -2; Gli-Sufu block: -7

What do the screens show for `CCOC(=O)Cn1cc([N+](=O)[O-])nc1[N+](=O)[O-]`?
MPTP inh: -1.2; CCR6 antag: -15; APOBEC3A inh: 0; EBI2 block: -27; CXCR6 block: -10; NR3A LBD binder: 0; APOBEC3G inh: 4; Gli-Sufu block: -11

How did COc1ccc(OC)c(-n2c(O)c(C=NCCN3CCNCC3)c(=O)[nH]c2=S)c1 do in these assays?
MPTP inh: 1.4; CCR6 antag: 10; APOBEC3A inh: -4; EBI2 block: -14; CXCR6 block: -5; NR3A LBD binder: -1; APOBEC3G inh: -8; Gli-Sufu block: -1

What do the screens show for `CCN1C[C@]2(COC)CC[C@H](OC)[C@@]34C1[C@]1(OCO[C@@]15C[C@H](OC)[C@H]1C[C@@H]3[C@@H]5[C@H]1OC)[C@@H](O)[C@H]24`?
MPTP inh: 2.7; CCR6 antag: 3; APOBEC3A inh: -4; EBI2 block: 6; CXCR6 block: -14; NR3A LBD binder: -1; APOBEC3G inh: -6; Gli-Sufu block: -6

What do the screens show for `CCOC(=O)C1(c2ccccc2)CCN(CC(O)c2ccc(NC(C)=O)cc2)CC1` (centres undefined)?
MPTP inh: -0.4; CCR6 antag: 5; EBI2 block: -4; CXCR6 block: 6; NR3A LBD binder: 0; Gli-Sufu block: 0

How did O=C1/C(=C\c2ccc([N+](=O)[O-])cc2)N2CCC1CC2 do in these assays?
MPTP inh: 1.8; CCR6 antag: 7; APOBEC3A inh: 3; EBI2 block: 1; CXCR6 block: -10; NR3A LBD binder: -2; APOBEC3G inh: -8; Gli-Sufu block: -8

How did CCCCOCCCN1C(C)=CC(=C2C(=O)NC(=S)NC2=O)C=C1C do in these assays?
MPTP inh: 1.9; CCR6 antag: 2; APOBEC3A inh: -6; EBI2 block: 0; CXCR6 block: -1; NR3A LBD binder: 0; APOBEC3G inh: -6; Gli-Sufu block: 4

The last three records of the section above are carried over, then new ones follow:
What do the screens show for `CCOC(=O)C1(c2ccccc2)CCN(CC(O)c2ccc(NC(C)=O)cc2)CC1` (centres undefined)?
MPTP inh: -0.4; CCR6 antag: 5; EBI2 block: -4; CXCR6 block: 6; NR3A LBD binder: 0; Gli-Sufu block: 0

How did O=C1/C(=C\c2ccc([N+](=O)[O-])cc2)N2CCC1CC2 do in these assays?
MPTP inh: 1.8; CCR6 antag: 7; APOBEC3A inh: 3; EBI2 block: 1; CXCR6 block: -10; NR3A LBD binder: -2; APOBEC3G inh: -8; Gli-Sufu block: -8

How did CCCCOCCCN1C(C)=CC(=C2C(=O)NC(=S)NC2=O)C=C1C do in these assays?
MPTP inh: 1.9; CCR6 antag: 2; APOBEC3A inh: -6; EBI2 block: 0; CXCR6 block: -1; NR3A LBD binder: 0; APOBEC3G inh: -6; Gli-Sufu block: 4

What do the screens show for `COC(=O)C1=C(c2cccc(OCc3ccccc3)c2)C[C@@H]2CC[C@H]1N2C(=O)NCCCOC(C)C`?
MPTP inh: 1.1; CCR6 antag: 9; APOBEC3A inh: 1; EBI2 block: 8; CXCR6 block: 10; NR3A LBD binder: -1; APOBEC3G inh: -3; Gli-Sufu block: 15

What do the screens show for `O=C(Nc1ccccc1)N1Cc2ccccc2-n2nncc2C1`?
MPTP inh: 1.1; CCR6 antag: 8; EBI2 block: -1; CXCR6 block: 8; NR3A LBD binder: -2; Gli-Sufu block: -5

What do the screens show for `CN1CCN(c2ccc([N+](=O)[O-])cc2Cl)CC1`?
MPTP inh: 1.5; CCR6 antag: 2; APOBEC3A inh: 4; EBI2 block: 2; CXCR6 block: -3; NR3A LBD binder: 0; APOBEC3G inh: 0; Gli-Sufu block: -4

What do the screens show for `Cn1ccnc1P(=S)(c1nccn1C)N1CCOCC1`?
MPTP inh: -0.3; CCR6 antag: 8; APOBEC3A inh: -5; EBI2 block: 6; CXCR6 block: 5; NR3A LBD binder: 0; APOBEC3G inh: 13; Gli-Sufu block: -1

How did COc1ccc(CCn2c(O)c(C=Nc3ccccc3F)c(=O)[nH]c2=O)cc1OC do in these assays?
MPTP inh: 0.2; CCR6 antag: 5; APOBEC3A inh: 1; EBI2 block: 8; CXCR6 block: 5; NR3A LBD binder: 1; APOBEC3G inh: -2; Gli-Sufu block: -1

What do the screens show for `NP(=O)(Nc1ccccc1)Nc1ccccc1`?
MPTP inh: -1.0; CCR6 antag: 8; EBI2 block: 0; CXCR6 block: 4; NR3A LBD binder: 0; Gli-Sufu block: 7

Results for COC1=C[C@@H]2[C@@H]3Cc4ccc(OC)c(O)c4[C@]2(CCN3C)CC1=O ?
MPTP inh: -0.2; CCR6 antag: 11; EBI2 block: 1; CXCR6 block: -3; NR3A LBD binder: 0; Gli-Sufu block: 1

What do the screens show for `Oc1c(Cl)c(Cl)c(Cl)c(Cl)c1Cl`?
MPTP inh: 73*; CCR6 antag: -6; APOBEC3A inh: -2; EBI2 block: 8; CXCR6 block: -2; NR3A LBD binder: 19*; APOBEC3G inh: -8; Gli-Sufu block: -19

Results for O=c1c2ccccc2nc(-c2ccccc2)n1-c1ccccc1 ?
MPTP inh: 0.9; CCR6 antag: 1; APOBEC3A inh: -1; EBI2 block: -8; CXCR6 block: -8; NR3A LBD binder: 1; APOBEC3G inh: -5; Gli-Sufu block: -1

How did CSCCC(N=Cc1c(O)n(-c2ccc(F)cc2)c(=O)[nH]c1=O)C(=O)OC(C)(C)C (centres undefined) do in these assays?
MPTP inh: 0.3; CCR6 antag: 7; APOBEC3A inh: -1; EBI2 block: -2; CXCR6 block: -1; NR3A LBD binder: -1; APOBEC3G inh: 1; Gli-Sufu block: 9

Results for COC(=O)C(O)(c1ccc(N(C)C(=O)c2cccs2)cc1)C(F)(F)F (centres undefined) ?
MPTP inh: 4.7; CCR6 antag: 6; APOBEC3A inh: 1; EBI2 block: -12; CXCR6 block: -2; NR3A LBD binder: -3; APOBEC3G inh: 1; Gli-Sufu block: 10

What do the screens show for `O=C(C[N+]12CCN(CC1)CC2)NCCc1ccc(Cl)cc1Cl`?
MPTP inh: -1.7; CCR6 antag: -1; APOBEC3A inh: -2; EBI2 block: -9; CXCR6 block: -8; NR3A LBD binder: 2; APOBEC3G inh: -2; Gli-Sufu block: -10

Results for CC(=NCC1CCCO1)c1c(O)n(Cc2ccccc2)c(=O)[nH]c1=O (centres undefined) ?
MPTP inh: -2.7; CCR6 antag: 12; APOBEC3A inh: -3; EBI2 block: -11; CXCR6 block: -21; NR3A LBD binder: 1; APOBEC3G inh: -3; Gli-Sufu block: 1

What do the screens show for `Cc1ccc(Cn2nnnc2CN2CCC(n3nnc4cc(C(F)(F)F)ccc43)CC2)cc1`?
MPTP inh: 4.2; CCR6 antag: 23; APOBEC3A inh: 0; EBI2 block: 17; CXCR6 block: -6; NR3A LBD binder: -4; APOBEC3G inh: 1; Gli-Sufu block: -1

Results for CC(=O)N1N=C2C3CCN(CC3)C2C1c1ccc(C)cc1 (centres undefined) ?
MPTP inh: 2.3; CCR6 antag: -6; APOBEC3A inh: -3; EBI2 block: 2; CXCR6 block: 0; NR3A LBD binder: 0; APOBEC3G inh: -9; Gli-Sufu block: -1

Results for CNCC(=O)c1ccccc1 ?
MPTP inh: -1.4; CCR6 antag: 17; APOBEC3A inh: 1; EBI2 block: 3; CXCR6 block: -11; NR3A LBD binder: -2; APOBEC3G inh: -4; Gli-Sufu block: -14

How did CC(=NCCc1c[nH]c2ccccc12)c1c(O)n(Cc2ccccc2)c(=O)[nH]c1=O do in these assays?
MPTP inh: 0.0; CCR6 antag: 8; APOBEC3A inh: 0; EBI2 block: 8; CXCR6 block: 0; NR3A LBD binder: 3; APOBEC3G inh: -2; Gli-Sufu block: 0

Compound activity from PubChem.
